Bioassay records (PubChem)
PglD inh: inhibitors of Campylobacter jejuni PglD acetyltransferase; purified PglD enzyme, DTNB colorimetric CoA detection; inhibition, % at 12.5 µM; hit rate 0.098% among 360,000; in the data active means inhibition above about 16%, passing the limit was not always enough; inconclusive means no clear call, values can overlap the other calls; further: strong numbers were not always called active
esBAF inh: inhibitors of esBAF chromatin remodeling in mouse ES cells. Bmi1-luciferase knock-in reporter, 24 h; 100% = twice the neutral-well signal. reporter increase, % at 12.5 µM. hit rate 2% among 350,000. AID 602393; in the data active means activation above about 40%; inconclusive means no clear call, values can overlap the other calls;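 further: 0% = median of the plate's neutral control wells and 100% = double that signal; a rise in the Bmi1 reporter signal indicates esBAF inhibition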
RAD52 inh: RAD52 (human) annealing inhibition; hit rate 0.46% among 360,000; inhibition, % at 18.7 µM; recombinant RAD52 DNA annealing, FRET fluorescence;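 active means every replicate showing at least 50% inhibition; inconclusive means mean inhibition at least 50% but not in every replicate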
CASP6 VEID inh: caspase-6 (human) enzyme inhibition. purified caspase-6, Z-VEID-R110 cleavage fluorescence. P55212. inhibition, % at 12.5 µM. hit rate 0.53% among 350,000;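 active means mean inhibition across replicates at least about 35%, with every replicate also reaching that limit, limit read from the data; inconclusive means only one of the two criteria met; inactive means neither criterion met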;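 further: 0% = median of neutral control wells and 100% = no fluorescence left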
Target sequence (P55212 24-179 limits assumed): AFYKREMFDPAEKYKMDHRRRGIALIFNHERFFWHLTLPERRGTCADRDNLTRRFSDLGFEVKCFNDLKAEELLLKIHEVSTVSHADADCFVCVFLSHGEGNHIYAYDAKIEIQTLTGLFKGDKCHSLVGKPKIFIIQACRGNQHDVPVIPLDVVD
Target sequence (P55212 194-293 limits assumed): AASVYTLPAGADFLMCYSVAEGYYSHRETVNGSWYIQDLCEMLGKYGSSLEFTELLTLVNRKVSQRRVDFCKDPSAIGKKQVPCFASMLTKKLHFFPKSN
RAD54 inh: inhibitors of human RAD54 branch migration. Q92698. RAD54 Holliday junction branch migration, FAM/BHQ fluorescence. inhibition, % at 10.4 µM. hit rate 0.14% among 360,000. AID 602329;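 active means mean normalized replicate activity at least 40 and at least half of replicates scoring 40 or more; inconclusive means only one of the two criteria met; inactive means mean below 40 and under half of replicates reaching 40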;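 further: 0% = median of neutral control wells and 100% = median of positive control wells; inhibitors cause a drop in the FAM fluorescence signal; in these data hits start at about 50%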
Target sequence (Q92698 whole entry, looked up): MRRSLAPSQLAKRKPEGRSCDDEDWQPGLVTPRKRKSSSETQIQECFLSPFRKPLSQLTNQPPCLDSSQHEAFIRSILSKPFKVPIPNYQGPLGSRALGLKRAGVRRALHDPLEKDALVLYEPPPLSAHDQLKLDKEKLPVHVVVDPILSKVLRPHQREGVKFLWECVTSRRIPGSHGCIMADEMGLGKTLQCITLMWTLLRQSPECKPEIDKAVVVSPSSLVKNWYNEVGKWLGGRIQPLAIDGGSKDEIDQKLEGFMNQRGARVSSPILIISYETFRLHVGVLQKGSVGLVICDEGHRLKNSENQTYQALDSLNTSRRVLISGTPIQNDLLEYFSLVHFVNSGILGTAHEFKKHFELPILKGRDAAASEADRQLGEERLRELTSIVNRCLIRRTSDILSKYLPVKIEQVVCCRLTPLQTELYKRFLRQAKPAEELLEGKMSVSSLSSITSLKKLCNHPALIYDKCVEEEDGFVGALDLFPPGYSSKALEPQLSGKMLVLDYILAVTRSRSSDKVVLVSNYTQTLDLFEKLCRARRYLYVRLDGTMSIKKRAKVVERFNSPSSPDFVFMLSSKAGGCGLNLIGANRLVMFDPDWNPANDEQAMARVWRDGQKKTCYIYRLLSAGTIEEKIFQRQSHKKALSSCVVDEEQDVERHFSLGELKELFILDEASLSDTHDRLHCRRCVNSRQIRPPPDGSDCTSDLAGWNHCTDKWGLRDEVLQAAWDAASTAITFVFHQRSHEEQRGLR
E-selectin induc: E-selectin induction on HUVECs. P16581. HUVEC E-selectin immunofluorescence imaging; normalized: neutral wells 0, TNF-alpha wells 100. activation, % at 7.58 µM. hit rate 0.37% among 260,000. AID 686992;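 active means mean E-selectin-positive cell signal at least 10% of the positive control, reached in at least 60% of replicates, without over 20% cell loss; inconclusive means no rule given, readout overlaps actives, possibly toxicity-flagged; inactive means the rest, including those meeting only one limit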;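 further: in these data hits start at about 27%; measured in HUVEC primary endothelial cells; signal is the percent of cells scored E-selectin positive by PE staining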
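material = human umbilical vein endothelial cells (HUVEC), E-selectin induction | quantity = 3,000 cells/well | medium = EGM-2 growth medium on 0.1% gelatin-coated wells | technique = immunofluorescence imaging | read-out basis = % PE-positive cells | control set = TNF-alpha positive control, DMSO neutral control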
ERp5 inh: blocks human ERp5 reductase activity on insulin; Q15084; ERp5 insulin aggregation, absorbance 650 nm, 90 min; inhibition, % at 9.99 µM; hit rate 0.05% among 350,000;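 active means mean replicate inhibition above about 25%, with every replicate also reaching it, limit read from the data, passing the limit was not always enough; inconclusive means only one of those two criteria met; inactive means neither criterion met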
ARNT TACC3 PPI: disruptors of human ARNT/TACC3 interaction; Q9Y6A5; AlphaScreen His-ARNT PAS-B/GST-TACC3 binding, luminescence; TACC3 fragment carries E629A point mutation; inhibition, % at 9.99 µM; hit rate 0.66% among 390,000; AID 623870;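 active means mean inhibition of replicates at least 50% and at least half of replicates each reaching 50%; inconclusive means half or more replicates reach 50% but mean below 50%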;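 further: 0% = complete ARNT plus TACC3 wells and 100% = ARNT alone without TACC3; many hits fall short of the cut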
The depositor's hits bear a star; ? = inconclusive; / = no result given; & = joins results of further samples.

SMILES	PglD inh	esBAF inh	RAD52 inh	CASP6 VEID inh	RAD54 inh	E-selectin induc	ERp5 inh	ARNT TACC3 PPI
O=C1C=C(c2ccc3[nH]ccc3c2)CCC1	7	88*	-13	-1	-3	-0.1	5	/
COc1ccc(NCc2nnc(SCC(=O)Nc3ccc(OC)cc3OC)o2)cc1	/	/	-5	-3	/	-0.5	6	3
CCCOc1ccc(N2C(=O)CC(N3CCCC(C(=O)N4CCCC4)C3)C2=O)cc1 (centres undefined)	-3	-4	/	/	-2	/	/	-14
O=C(Nc1ccccc1C(=O)NC(Cc1ccc(O)cc1)C(=O)O)c1ccccc1 (centres undefined)	-3	-9	-13	1	4	/	1	-5
Nc1n[nH]c(N)c1N=Nc1ccccc1	/	/	1	1	/	2.7	2	-2
COc1ccc(OCC(O)CN2CCc3ccccc3C2)cc1 (centres undefined)	1	-7	-13	1	7	/	0	-5
COc1ccccc1NC(=O)c1cc(Sc2nncn2C)nc2ccccc12	-4	-2	/	/	3	/	/	-1
O=C(CSc1nnc(-c2ccccc2O)o1)N1CCc2ccccc2C1	4	8	/	/	4	/	/	1
COc1cccc(Cn2c(C(C)n3c(C)nc4ccccc43)nc3ccccc32)c1 (centres undefined)	/	/	-9	4	/	-0.3	-2	/
CCOc1ccccc1N=Nc1c(C)[nH]n(C(N)=S)c1=O	-5	-13	-6	-4	2	0.1	1	9
Cc1[nH]c2ccccc2c1C(=O)C(=O)NCC1CCCO1 (centres undefined)	/	/	-11	-1	/	/	3	-2
C[C@@H]1CN([C@@H](C)CO)C(=O)c2cc(NS(=O)(=O)c3ccc(Cl)cc3)ccc2O[C@@H]1CN(C)Cc1ccccc1	-3	5	-7	-1	-2	/	-9	2
O=C(CCc1ccccc1)N=C1SC2CS(=O)(=O)CC2N1c1ccccc1 (centres undefined)	-3	-5	-3	0	5	/	-5	-7
CCOC(=O)c1ccc(-c2ccc(/C=N/NC(=O)Cc3nnc(N)s3)o2)cc1	/	/	-12	1	/	0.0	2	/
CCO[C@@H]1OC(C(=O)N2CCN(Cc3ccc4c(c3)OCO4)CC2)=C[C@H](c2cn(C(C)=O)c3ccccc23)[C@H]1CCCO	-2	-3	-19&22	1&7	-7	-0.1	1&5	-3
CCN(CC(=O)NCc1cccs1)C(=O)c1ccc(-c2ccc(F)cc2)o1	1	40	-71	2	-12	-1.1	5	-26
NC(=O)N1CCCC1C(=O)Nc1ccc(Cl)c(Cl)c1 (centres undefined)	0	-4	/	/	-1	/	/	4
CCSc1nnc(NC(=O)C(C(F)(F)F)C(F)(F)F)s1	0	-11	/	/	-22	/	/	-10
OCCN(Cc1ccccc1)c1ncnc2sccc12	-1	0	-21	2	6	0.2	-1	4
Cc1ccc(-n2nc(C)c3c(C)c(CCC(=O)NCC4CCCO4)c(=O)n(C)c32)cc1 (centres undefined)	5	-1	-10	-2	-3	/	0	-1
Cc1ccc(NC(=O)c2ccco2)c(NC(=O)c2ccccc2)c1	0	3	-3	0	-5	/	0	-2
Cc1cccc(NC(=O)CSc2nc3ccccc3o2)c1	-8	47*	/	/	4	/	/	-2
COc1ccc(S(=O)(=O)Nc2ccc3c(c2)C(=O)N([C@@H](C)CO)C[C@@H](C)[C@@H](CN(C)Cc2ccc(Cl)c(Cl)c2)OCCCC[C@@H](C)O3)cc1	/	/	-12	-2	/	0.0	2	/
C[C@@H]1CN([C@@H](C)CO)C(=O)Cc2cc(NC(=O)Nc3ccc(C(F)(F)F)cc3)ccc2O[C@H]1CN(C)C(=O)Nc1ccc2c(c1)OCO2	/	/	9	0	/	-7.1	-2	/
CCN1C(=O)c2ccccc2S(=O)(=O)c2ccc(C(=O)NCC(OC)OC)cc21	1	1	-7	2	1	12	-1	-5
CNC[C@H]1OCCCC[C@@H](C)Oc2ccc(NC(=O)Nc3cccc4ccccc34)cc2C(=O)N([C@H](C)CO)C[C@@H]1C	5	2	24	-1	5	0.2	0	0
Cc1ccccc1C(=O)Nc1cccc(-c2cn3ccccc3n2)c1	/	/	-14	0	/	3.6	-12	4
O=C1NN=C(c2ccc(Cl)cc2)CC1c1cccc(Br)c1 (centres undefined)	/	/	-16	4	/	/	0	4
COC(=O)CSc1ncnc2c1sc1nc3c(cc12)COC(C)(C)C3	/	/	-7	-4	/	/	1	-2
CN(C)CCCNC(=O)C[C@H]1C=C[C@H](NC(=O)c2ccccc2F)[C@H](CO)O1	3	2	-3	0	-5	0.2	-1	30
Cc1ccccc1OCCC(=O)OCC(=O)NC(C)c1ccccc1 (centres undefined)	/	/	-11	2	/	-0.1	-10	-10
COc1ccc(C(=O)NCc2ccccc2CN2CCCC2)cc1S(=O)(=O)Nc1ccc(C)cc1	0	0	-29	-25	-3	/	-5	6
CCOC(=O)N1CCN(C(=O)COC(=O)CN(C)S(=O)(=O)c2ccc(NC(C)=O)cc2)CC1	0	3	-8	0	-3	1.7	-1	-21
CC1(C)CC2CC(C)(CN2C(=O)C23CCC(C)(C(=O)O2)C3(C)C)C1 (centres undefined)	0	-6	-10	-7	8	/	3	-9
C[C@@H]1CCCCO[C@@H](CN(C)C(=O)Cc2ccccc2)[C@@H](C)CN([C@@H](C)CO)C(=O)c2cc(NC(=O)CCCN(C)C)ccc2O1	2	0	8	-4	5	-0.1	-2	1
CN(C)C(CNC(=O)c1cccc(S(=O)(=O)Nc2ccc(SC(F)F)cc2)c1)c1ccccc1 (centres undefined)	-2	13	-3	-5	1	/	2	3
COCCN(Cc1cc2ccc(C)cc2n2nnnc12)Cc1nnnn1C(C)(C)C	-5	-2	/	/	2	/	/	-1
C[C@H]1CN([C@@H](C)CO)C(=O)Cc2cc(NC(=O)C3CC3)ccc2O[C@@H]1CN(C)Cc1ccc(Cl)c(Cl)c1	-2	0	-19	0	-1	-0.3	-2	20
COc1ccc(NC(=O)CNC(=O)c2c(C)nn(C)c2Cl)cc1	3	-8	-3	11	3	1.8	-1	-2
Cc1noc(C)c1CSCC(=O)Nc1cc(S(=O)(=O)N2CCOCC2)ccc1OCC(F)(F)F	/	0	-5	1	/	0.8	4	-1
O=C(C[C@@H]1C[C@H]2c3cc(NC(=O)CC4CC4)ccc3O[C@H]2[C@@H](CO)O1)NCc1cccnc1	5	-4	2	0	12	-0.6	-86	-4
COc1ccccc1[C@@H]1C(c2cccc(Cl)c2)=NN(c2ccccc2)[C@H]1C(=O)N1CCOC1=O	1	-4	/	/	-9	/	/	-12
Cc1onc(-c2ccccc2Cl)c1C(=O)NCCn1c(C)cc2ccccc21	0	4	/	/	9	/	/	3
O=C(CNc1ccc(Br)cc1)c1ccc(Br)s1	/	58*	-14	0	/	0.8	0	1
COCCN(C(=O)COC(=O)CCc1ccccc1)c1c(N)n(Cc2ccccc2)c(=O)[nH]c1=O	-9	-3	-1	-1	-3	0.0	3	-5
O=C1CC(c2ccc(F)cc2)CC2=C1C=Nc1ccccc1N2 (centres undefined)	/	/	-10	2	/	/	6	4
O=C1C=C(c2ccc3c(c2)oc2ccccc23)C[C@@H](c2ccc(Cl)cc2)C1	2	-5	7	-3	-22	-0.1	2	-10
CN1c2ccc(-c3ccccc3F)cc2[C@@H]2[C@@H](CCN2C(=O)Nc2ccc(F)cc2)[C@@H]1CO	-1	10	/	/	14	1.8	/	6
CCC(=O)Nc1ccc2c(c1)OC[C@H](C)N(Cc1ccncc1)C[C@H](C)[C@@H](OC)CN(C)C2=O	0	0	16	-1	13	-0.1	-5	-30
CSc1cccc(NC(=O)COc2ccccc2)c1	-5	/	-6	-4	-3	/	4	/
N#C[C@@H]1[C@@H](c2ccc(-c3ccccc3)cc2)[C@@H](CO)N1C(=O)Cc1ccncc1	-1	5	-111	-1	-5	0.0	1	2
CCCC#Cc1cnc2c(c1)C(=O)N([C@H](C)CO)C[C@@H](C)[C@H](CN(C)Cc1ccc(F)cc1)O2	-3	1	5	1	-1	0.6	1	1
Cc1cc(C)n2c(SCC(=O)NCc3ccc4c(c3)OCO4)nnc2n1	-1	-3	-14	15	-3	2.9	-5	-4
O=C(C[C@@H]1CC[C@H]2[C@@H](COC[C@H](O)CN2C(=O)Nc2ccc(Cl)cc2)O1)NCC1CC1	2	14	-11	-2	0	0.1	0	0
CCn1c(SCc2nc3scc(-c4ccccc4)c3c(=O)[nH]2)nnc1-c1ccc(Cl)cc1	/	/	-108	-3	/	/	-15	2
O=C(NCCCN1CCOCC1)c1onc(CSc2ccccn2)c1C(=O)NCCCN1CCOCC1	-1	4	/	/	9	-0.1	/	-6
COc1ccc(-c2csc(NC(=O)C3=COCCO3)n2)c(OC)c1	/	/	-4	-1	/	2.4	-3	6
CCC(=O)N1C[C@H](C)[C@H](OC)CN(C)C(=O)c2ccc(NC(=O)Nc3ccccc3)cc2OC[C@@H]1C	3	2	9	0	1	0.0	-1	-1
COCC(=O)Nc1ccc2c(c1)OC[C@@H](C)N(C(=O)NC(C)C)C[C@@H](C)[C@H](OC)CN(C)C2=O	2	-2	-8	3	-4	-0.1	-1	-6
NC(=O)COc1ccccc1	/	/	-8	0	/	-0.1	2	7
(listing goes on)
SMILES	PglD inh	esBAF inh	RAD52 inh	CASP6 VEID inh	RAD54 inh	E-selectin induc	ERp5 inh	ARNT TACC3 PPI
CC(C)OC(=O)N(C)C[C@@H]1OCc2cnnn2CCCC(=O)N([C@@H](C)CO)C[C@@H]1C	-1&1&3	-2&3&-2	4&1&4	2&-2&-3	0&6&11	0.0&0.0	5&0&-4	4&-5
O=C(CSc1nc2c(cnn2-c2ccc(F)cc2)c(=O)[nH]1)N1CCCCCC1	-4	-2	-3	0	-5	1.8	-2	19
C/C(=N\NC(=O)c1cc(O)ccc1O)c1cccc(NC(=O)c2cccc(Cl)c2)c1	6	/	-2	39*	-2	-1.4	-8	5
C[C@@H]1C(=O)O[C@H]2CC34[C@H]5C[C@@H](C(C)(C)C)[C@]36[C@@H](OC(=O)[C@@H]6O)O[C@@]4(C(=O)O5)[C@]21O (some centres undefined)	-2	-2	-11	-2	-9	0.1	7	-1
O=C(O)c1ccc(N/N=C/c2ccncc2)cc1	/	/	-9	0	/	0.1	1	-5
COc1cc(Br)cc(/C=N/NC(=O)Cc2ccccc2)c1O	/	/	-3	1	/	/	-3	4
CCOC(=O)N1CCN(C(=O)c2cn(CC)c3ccc(S(=O)(=O)N(C)C4CCCCC4)cc3c2=O)CC1	7	1	-6	-9	5	/	5	6
O=C(NCCN1CCOCC1)c1ccc2c(c1)N(Cc1ccc(F)cc1)C(=O)CS2	/	2	-2	-1	-3	-0.8	?	2
O=C(Nc1ccc(F)cc1)N[C@@H]1C=C[C@@H](CC(=O)N2CCCCC2)O[C@@H]1CO	-4	-1	4	-1	-4	0.4	-3	/
Nc1nnc(SCn2nnc3ccccc3c2=O)s1	/	/	-9	0	/	/	1	-2
CC(C)(C)NC(=O)CN(C(=O)c1snc(C(=O)NC2CCCCC2)c1N)c1ccccc1F	-4	-1	-9	-1	-3	/	6	-4
C[C@H](C(=O)N(C)C[C@@H]1OCc2ccccc2-c2c(n(C)c3ccccc23)C(=O)N([C@H](C)CO)C[C@H]1C)c1ccccc1	/	/	8	-2	/	-0.5	0	/
COc1cccc(CN2CCNC(=O)C2CC(=O)NCCn2ccc3ccccc32)c1OC (centres undefined)	/	/	-28	-1	/	0.1	1	/
CNc1ccccc1-n1ccc(-c2ccccc2)n1	-7	60*	/	/	4	/	/	-6
